Source: PubChem BioAssay (several laboratories)
HIV RNase H inh = inhibitors of HIV-1 reverse transcriptase RNase H; inhibition, % at 10 µM; AID 565; P04585; RT-RNase H RNA/DNA duplex cleavage, fluorescence; 65,000 tested, 1.9% active; in the data active means inhibition above about 50%
RmlCD inh mix = RmlC/RmlD inhibition, mixture screen; RmlC/RmlD coupled enzyme inhibition, 384-well mixture HTS; inhibition, % at 5.5 µM; 110,000 tested, 0.39% active; AID 1532; in the data active means inhibition above about 30%, passing the limit was not always enough; further: strong numbers were not always called active
Starred values were filed as active, the others as inactive; nt = not tested or not shown. These rows are one share of the data. The share of hits here may be higher or lower than overall.

Values run as follows: HIV RNase H inh, RmlCD inh mix
- CCCOc1ccc(-c2nn(-c3ccccc3)cc2/C=C2\SC(=S)N(C3CCS(=O)(=O)C3)C2=O)cc1 (centres undefined)
  nt, -7
- Nc1nc2ccccc2nc1N
  0, 7
- CCOc1ccc(-c2nn[nH]n2)cc1
  0, 7
- Cc1ccc2oc3c(c(=O)c2c1)C(c1cccc(O)c1)N(c1ccccn1)C3=O (centres undefined)
  -9, 10
- COCCn1nnnc1C(c1cc2cc(C)ccc2[nH]c1=O)N1CCc2ccccc21 (centres undefined)
  nt, 10
- COc1cc(Cn2c(-c3nonc3N)nc3ccccc32)ccc1C
  1, 8
- COCCn1c(-c2ccccc2F)n[nH]c1=S
  16, -9
- CCc1ccc(N(C(=O)CNC(=O)c2cccs2)C(C(=O)NC(C)(C)C)c2cc(OC)c(OC)c(OC)c2)cc1 (centres undefined)
  nt, -4
- CCOc1ccccc1NC(=O)c1nc[nH]c1C(=O)Nc1ccccc1OCC
  84*, 26
- Cc1nc(NCCc2cnc[nH]2)c2oc3ccccc3c2n1
  -6, -6
- Cc1ccc(NC(=O)C2C(C(=O)O)C3C=CC2C32CC2)cc1 (centres undefined)
  nt, 7
- O=C1/C(=C\c2ccc(-c3ccccc3[N+](=O)[O-])o2)C(c2ccccc2)=NN1c1ccccc1
  nt, -11
- CCOC(=O)c1cc2sccc2n1Cc1ccccc1
  -32, -9
- CC(C)(/C=N/O)/[N+]([O-])=C/c1ccco1
  -1, -13
- CCOc1cc(N2CCOCC2)c(OCC)cc1NC(=O)Cc1cccc(OC)c1
  nt, 5
- COc1ccc(N(CC(=O)NC2CCCC2)C(=O)Cn2nnc(-c3ccc(C)cc3)n2)cc1OC
  -4, 5
- O=C(Nc1nnc(-c2ccccc2SCc2ccccc2)s1)Nc1ccccc1F
  nt, -7
- CN(C)c1ccc(C(c2nnnn2C(C)(C)C)N2CCc3ccccc3C2)cc1 (centres undefined)
  -9, -20
- c1ccc(Cc2nn3c(Cn4cnc5ccccc54)nnc3s2)cc1
  83*, -3
- CCN(c1cccc(C)c1)c1ncnc2nc[nH]c12
  -13, -5
- COc1ccc(C(=O)Nc2cccc(C(=O)N3CCCC3)c2)cc1
  -12, 5
- COC(=O)c1c(NC(=O)C(C)C)sc2c1C(C(=O)OC)CC2 (centres undefined)
  nt, -3
- Cc1nc2ccccn2c1C(=O)NCc1ccc2c(c1)OCO2
  -8, -10
- O=C(C1CCN(C2CC(=O)N(c3ccc(F)cc3)C2=O)CC1)N1CCOCC1 (centres undefined)
  32, -16
- O=C1CC(c2ccccc2)C(C(=O)Nc2ccccc2F)N1 (centres undefined)
  -8, nt
- COc1cc(-c2nnn(CC(=O)NC3CCS(=O)(=O)C3)n2)ccc1OCc1ccccc1 (centres undefined)
  -8, 5
- Cc1c(C(=O)O)oc2ccc(S(=O)(=O)N3CCC(C)CC3)cc12
  -16, 2
- COC(=O)c1cc(Br)c(=O)n(Cc2ccc(OC)c(OC)c2)c1
  -5, -9
- CN(C)S(=O)(=O)c1cccc(C(=O)N2CCN(Cc3ccccc3)CC2)c1
  -3, 16
- CCN(CC)S(=O)(=O)c1ccc2nc(COC(=O)c3n[nH]c4ccccc34)[nH]c2c1
  56*, 10
- COc1ccc(OC)c(NS(=O)(=O)c2cc(OC)ccc2OC)c1
  -59, -7
- O=C(O)c1ccc(-n2cccc2)cc1O
  9, -3
- COC(=O)c1ccc2c(=O)n(CCCCCC(=O)NCc3ccccc3)c(=O)[nH]c2c1
  nt, -9
- Cc1cccc(NC(=O)c2nc[nH]c2C(=O)N[C@@H](C)C(=O)OCc2ccccc2)c1
  nt, 0
- O=C(Nc1ccc2c(c1)OCO2)c1ccc(Br)c(S(=O)(=O)N2CCCC2)c1
  0, 4
- O=C(CSc1nnc(CNC(=O)c2ccccc2F)o1)c1ccccc1
  -14, 5
- CC(=O)c1ccc(NC(=O)C2CCCN2S(=O)(=O)c2ccc(C)cc2)cc1 (centres undefined)
  -1, -10
- O=C1NC(=Nc2ccccc2)S/C1=C\c1cccn1-c1ccccc1
  nt, -12
- O=c1cc(O)c2ccc(O)cc2o1
  nt, 104
- CCOc1cc(/C=N/NC(=O)CNc2ccc(C)cc2)ccc1OC(=O)c1ccccc1
  nt, -3
- Cc1ccc2[nH]c3c(c2c1)CN(C(=O)CN1CCN(c2ccccc2F)CC1)CC3
  10, 8
- C[C@H]1C[C@@H](C)C(=O)[C@@H]([C@H](O)CC2CC(=O)NC(=O)C2)C1
  nt, -7
- CC(C)C(c1nnnn1Cc1ccc(F)cc1)N1CCN(C(=O)c2ccco2)CC1 (centres undefined)
  -6, -20
- O=C(c1cccc(F)c1F)N1CCCC1
  nt, -10
- COCCSc1nnc(-c2cccc(C#N)c2)n1C
  -4, -13
- C/C(N)=C(\C#N)C(=O)NCc1ccccn1
  -5, 5
- CCOc1ccc(S(=O)(=O)NCc2ccco2)cc1
  nt, -12
- O=C(O)/C(=C1/OC(=O)c2ccccc21)c1ccccc1
  -9, -4
- CCOC(=O)C1CCCCN1Cc1cc(Cl)ccc1O (centres undefined)
  -24, 6
- Cc1cc(C)c2c(c1)c(C)cc1nnc(SCC(=O)c3cccs3)n12
  nt, 15
- C/C(=C\C(=O)c1ccccc1)NCc1ccc(F)cc1
  nt, 8
- COC(C(=O)Nc1ccccc1F)c1ccccc1 (centres undefined)
  nt, -21
- CC(=O)N1CCN(C(=O)Cn2c(=O)oc3ccccc32)CC1
  nt, 4
- Cc1cc(O)ccc1Nc1nc(-c2sc(N)nc2C)cs1
  73*, 6
- CN(C(=O)c1cc2sccc2n1C)C1CCCCC1
  -11, -11
- COCCN1C(=O)C(=O)/C(=C(/O)c2ccc(OCC(C)C)cc2)C1c1cccnc1 (centres undefined)
  1, nt
- COc1ccc(-c2nnc(SCC(=O)N3CCOCC3)o2)cc1
  -6, 6
- Cc1nn(-c2ccccc2)c2sc(C(=O)n3cccn3)cc12
  21, -133
- COc1ccc(-c2c(-c3ccsc3)oc3ccc(N4CCOCC4)cc23)cc1
  nt, -95
- c1ccc(-c2ccnc3nc(-n4cccc4)nn23)cc1
  nt, -4

(cont.)
Values run as follows: HIV RNase H inh, RmlCD inh mix
- CN(CC(=O)O)S(=O)(=O)c1cc(Cl)ccc1Cl
  0, -9
- Cc1ccc(SC(C)C(=O)Nc2ccc(S(=O)(=O)N3CCOCC3)cc2)cc1 (centres undefined)
  nt, -14
- CCOC(=O)c1ccc(NC(=O)c2ccccc2)cc1
  nt, 6
- Clc1ccc(CSc2nnc(-c3ccc4c(c3)OCO4)o2)cc1
  nt, 4
- CCOC(=O)c1oc2ccc(S(=O)(=O)n3nc(-c4ccc(OC)cc4)cc3N)cc2c1C
  35, nt
- O=C(/C=C/Nc1ccc(OC(F)(F)F)cc1)C(F)(F)F
  nt, 2
- Clc1ccc(SCc2cn3ccsc3n2)cc1
  -26, -7
- CC(C)n1c(SCC(N)=O)nc2c1c(=O)[nH]c(=O)n2C
  61*, 11
- CCOC(=O)c1c(NC(=O)CSc2nnc(CNc3ccc(C)cc3C)o2)sc(C)c1C
  nt, 17
- Clc1ccc(Sc2cc(N3CCOCC3)nc(-c3ccccc3)n2)cc1
  nt, -8
- FC(F)(F)c1cc(-c2ccco2)nc(NCc2cccnc2)n1
  -29, nt
- O=C(NCc1cccc(F)c1)c1noc2c1CCCC2
  -12, 7
- CCN(CC)C(=O)CP(=O)(c1ccccc1)c1ccccc1
  -5, -11
- Cn1c(C(C#N)C(=O)c2ccco2)nc2ccccc21 (centres undefined)
  -13, 7
- Cc1cc(C(=O)CSc2nnc(C3COc4ccccc4O3)n2C)c(C)n1-c1ccc(F)cc1 (centres undefined)
  -9, 1
- C#CCOCCOCCOCCNc1nc(N2CCOCC2)nc(N2CCN(C(=O)[C@H](Cc3ccc(O)cc3)n3cc([C@@H](N)CC(C)C)nn3)CC2)n1
  nt, -15
- COC(=O)c1ccc2c(=O)n(CC3CCCO3)c(SCC(=O)Nc3ccccc3OC)nc2c1 (centres undefined)
  -13, -5
- Nc1ccc2nc3n(c(=O)c2c1)CCC3
  8, 28
- CS(=O)(=O)N(CCc1ccccc1)CC(=O)Nc1ccc(OCc2ccccc2)cc1
  nt, -8
- C#CCNc1nc(C(C)C)nc2c1nnn2Cc1ccccc1F
  -28, nt

Full records as entered above. Order of screens: HIV RNase H inh, RmlCD inh mix
`Clc1ccc(CSc2nnc(-c3ccc4c(c3)OCO4)o2)cc1` in the list: nt, 4
`CC(C)n1c(SCC(N)=O)nc2c1c(=O)[nH]c(=O)n2C` in the list: 61*, 11

Back to the main list with the two entries that preceded the break.
Values run as follows: HIV RNase H inh, RmlCD inh mix
- CS(=O)(=O)N(CCc1ccccc1)CC(=O)Nc1ccc(OCc2ccccc2)cc1
  nt, -8
- C#CCNc1nc(C(C)C)nc2c1nnn2Cc1ccccc1F
  -28, nt
- O=C(NCCC1=CCCCC1)C1CCN(C(=O)c2ccc(Cl)cc2)CC1
  nt, -2
- COc1ccc(CN(CCC#N)C(=S)NC(=O)c2ccccc2)cc1
  nt, -14
- Cc1nn(CC(=O)NNC(=S)Nc2ccccc2)c(C)c1[N+](=O)[O-]
  nt, -18
- COC(=O)c1ccccc1NC(=O)CN(C)S(=O)(=O)c1ccc(OC)c(C)c1
  -11, 14
- Cc1nc2cc(-c3ccc(Cl)cc3)nn2c(C)c1CCC(=O)N1CCC2(CC1)OCCO2
  -8, nt
- Cc1ccc(S(=O)(=O)Nc2cc(C(=O)N3CCOCC3)ccc2N2CCCCC2)cc1
  -13, -4
- COc1nc(N(C)C)nc(-n2nnc(C(C)=O)c2C)n1
  -10, -11
- COc1ccc(NC(=O)C2CCN(Cc3cnn(-c4ccccc4)c3-n3cccc3)CC2)cc1OC
  -3, -4
- CCSCCOC(=O)C1=C(C)NC(=O)NC1c1ccccc1 (centres undefined)
  -46, -11
- O=C(Cn1nc(-c2ccccc2)nc1-c1ccccc1)OC1CCCCC1
  nt, -14
- CC[N+](C)(CC)CCCOC(=O)C(O)(c1ccccc1)C1CCCCC1 (centres undefined)
  nt, -15
- COc1cc(NC(=O)COC(=O)/C=C/c2c(C)nn(C3CCS(=O)(=O)C3)c2Cl)cc(OC)c1OC (centres undefined)
  nt, -19
- c1ccc2[nH]c(N3CCOCC3)nc2c1
  -7, -15
- O=C(CN1C(=O)COc2ccccc21)N(CCCN1CCOCC1)CC1CC=CCC1 (centres undefined)
  -6, -12
- O=C(CSc1nn(-c2ccc(F)cc2)c(=S)s1)NC(=O)NCc1ccco1
  31, 8
- Cc1cc[n+]2c3c(cccc13)CCC2
  nt, -9
- N/C(=N\O)c1ccc(NC(=O)c2cccs2)cc1
  2, 2
- COc1ccc(Nc2ncnc3c2cnn3Cc2ccccc2)cc1
  -54, 6
- Nc1nc2n(n1)C(c1cccs1)CC(c1ccc(F)cc1)N2 (centres undefined)
  9, 32
- O=C(c1ccco1)N1CCN(c2nc3ccccc3n3nnnc23)CC1
  0, 0
- COC(=O)COc1ccc(S(=O)(=O)NCc2ccco2)cc1
  3, 4
- C[n+]1c2n(c3ccccc31)N=C(c1ccc(Cl)cc1)CS2
  nt, 9
- Cc1cc(SCC(=O)c2ccc3c(c2)OCO3)nc2ccccc12
  nt, 11
- Cc1cc(C)c2[nH]c(=O)c(C(c3nnnn3C3CCCC3)N3CCOCC3)cc2c1 (centres undefined)
  2, nt
- CCCOc1ccc(/C=N/O)cc1
  nt, -11
- NS(=O)(=O)c1ccc(CCNC(=O)CCC2COc3ccccc3O2)cc1 (centres undefined)
  -6, -10
- CCOC(=O)N1CCN(C(=O)CN(C2CCCCC2)S(=O)(=O)c2ccc(C)cc2)CC1
  0, -121
- Cc1nc(NC(=O)c2ccccc2)sc1C1(C)CC(c2ccccc2F)=NO1 (centres undefined)
  nt, -15
- CCOC(=O)CSc1nc2cc(C)cc(C)c2cc1C#N
  10, 7
- Cc1cc2cc(CNC(=O)NC3CCCCC3)ccc2n1C
  nt, -9
- CS(=O)(=O)N(CC(=O)Nc1ccccc1C(=O)N1CCOCC1)c1ccc2c(c1)OCO2
  1, -5
- COc1ccc(OCCCC(=O)Nc2nncs2)cc1
  0, -8
- CC(C)CCNC(=O)C(c1ccncc1)N(Cc1cccs1)C(=O)Cn1nnc(-c2ccc(F)cc2)n1 (centres undefined)
  nt, -16
- CCn1c(N)c(C(=O)NCc2ccco2)sc1=S
  -6, 5
- Cc1cccc(N2CCCn3c2nc2c3c(=O)n(CCN3CCOCC3)c(=O)n2C)c1
  49, 2
- CCC(=O)c1ccc(OCCN2CCOCC2)cc1
  -3, 5
- O=C(CN1CCN(Cc2ccccc2)CC1)NC(=O)NC1CCCCC1
  5, 4
- O=[N+]([O-])c1cc2c(c(CSc3nnc(Nc4ccccc4)s3)c1)OCOC2
  nt, -2
- CCOC(=O)c1sc(=S)n(C)c1C
  nt, 4
- CCCNS(=O)(=O)c1cccc2cccnc12
  -79, 7

Quoted from the listing:
CCSCCOC(=O)C1=C(C)NC(=O)NC1c1ccccc1 (centres undefined) in HIV RNase H inh is entered as -46
COc1ccc(NC(=O)C2CCN(Cc3cnn(-c4ccccc4)c3-n3cccc3)CC2)cc1OC in HIV RNase H inh is entered as -3
O=C(CN1C(=O)COc2ccccc21)N(CCCN1CCOCC1)CC1CC=CCC1 (centres undefined) in RmlCD inh mix is entered as -12
Cc1nn(-c2ccccc2)c2sc(C(=O)n3cccn3)cc12 in RmlCD inh mix is entered as -133

The list goes on:
Values run as follows: HIV RNase H inh, RmlCD inh mix
- CCC(C)N1CC(O)=C(c2nc3ccccc3[nH]2)C1=N (centres undefined)
  -5, -3
- NC(=O)/C(=C/c1ccco1)NC(=O)/C=C/c1ccccc1
  nt, -2
- O=C(C1CCN(S(=O)(=O)c2cnc[nH]2)CC1)N1CCc2ccccc2C1
  -7, -11
- CCOc1ccc(-c2noc(-c3cccnc3)n2)cc1OC
  -10, nt
- Cc1ccc(C(=O)NCCCn2ccnc2)o1
  2, -6
- Cc1cccc(N2C(=O)CC(SC(=Nc3ccccc3)Nc3ccccc3)C2=O)c1 (centres undefined)
  nt, 12
- Cc1cc(C)c(S(=O)(=O)c2ccccc2)c(OC(=O)c2c(F)cccc2Cl)n1
  nt, -6
